USP2a inh: blocks human ubiquitin-specific protease USP2a; hit rate 0.01% among 330,000; O75604; USP2 core, Ub-CHOP2 coupled fluorogenic reporter, 485/531; Potency, µM (highest dose often 38.3 µM), without a hit: at the top dose activity change, negative = inhibition, usual class: inhibitors;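 also: potency is read from the fitted curve at half-maximal effect; plate controls were DMSO wells for no effect and full inhibition by NEM control for full effect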
Target sequence (O75604 whole entry, looked up): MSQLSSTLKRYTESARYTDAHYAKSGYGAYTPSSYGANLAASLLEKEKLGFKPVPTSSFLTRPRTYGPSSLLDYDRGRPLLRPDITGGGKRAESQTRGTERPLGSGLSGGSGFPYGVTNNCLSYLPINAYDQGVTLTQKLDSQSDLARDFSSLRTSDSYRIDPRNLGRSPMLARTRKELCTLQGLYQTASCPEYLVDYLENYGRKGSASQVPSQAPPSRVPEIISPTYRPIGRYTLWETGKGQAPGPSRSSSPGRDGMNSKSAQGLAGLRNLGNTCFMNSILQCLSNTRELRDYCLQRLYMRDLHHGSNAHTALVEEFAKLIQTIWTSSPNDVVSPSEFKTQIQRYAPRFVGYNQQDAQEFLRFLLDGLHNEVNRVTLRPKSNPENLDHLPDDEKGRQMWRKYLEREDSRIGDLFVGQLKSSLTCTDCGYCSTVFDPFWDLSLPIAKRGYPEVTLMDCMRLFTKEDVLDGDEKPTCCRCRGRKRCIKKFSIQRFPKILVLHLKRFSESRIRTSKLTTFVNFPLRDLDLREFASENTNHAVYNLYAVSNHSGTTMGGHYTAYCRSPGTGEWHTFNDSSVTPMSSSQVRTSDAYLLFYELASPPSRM
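Cell-free coupled assay: 10nM USP2 core preincubated 30min RT with compound in Tris-HCl pH 8.0/CaCl2/CHAPS buffer, then 25nM Ub-CHOP2 and 25nM reporter substrate; fluorescence (Ex 485/Em 531) read after 60min RT, normalized to NEM inhibition, concentration-response curves fitted.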
TSHR antag: antagonists of human thyroid stimulating hormone receptor. P16473. TSHR-expressing cells, TSH-stimulated cAMP HTRF, 2 h; active compounds read low. activity change, negative = inhibition, % at 11.5 µM. hit rate 0.2% among 330,000;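 active = activity change below a set negative limit, meaning inhibition stronger than a set level, cut at about -70% in these data; inconclusive = activity change between two set negative limits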; also: % is scaled to controls: 0 for no effect and ±100 for the full control effect
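Competitive HTRF cAMP read-out (cryptate anti-cAMP antibody, cAMP-d2; 30 min, room temperature) in freshly harvested TSHR cells. Compounds added before TSH at EC80 (4nM final), followed by 2 hours' incubation at 37 deg C.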
Menin-MLL TR inh: inhibitors of human menin-MLL interaction, mutant MLL peptide | Potency, µM (series often up to 61.6 µM), for the others: top-dose FP activity change, negative = inhibition, actives largely listed as inhibitors | hit rate 0.23% among 270,000 | O00255 | Menin + Texas Red MLL mutant peptide, fluorescence polarization; active = well fitted inhibition curve with a large enough effect in the polarisation, with a control signal flat, not every such curve was filed as active; inconclusive = small, poorly fitted or top-dose-only effect, or effect the other way, or a change in a side signal; inactive = no such curve, though single readings can be large or run the other way; the % refers to the polarisation; also: potency is read from the fitted curve at half-maximal effect; % of control where 0% means no effect; many of its hits are not listed in these tables
BCR signal inh: inhibitors of chronic active B-cell receptor signaling. Potency, µM (titrated, usually from 46.1 µM), for inactives: at the top dose ratio change, negative = lower green/red ratio, hits mostly inhibitors. hit rate 0.05% among 340,000. ABC-DLBCL IkBa-CBG/CBR reporter, luminescence ratio, 4 h; active = well fitted inhibition curve with a large enough effect in the signal ratio, with a control signal flat, not every such curve was filed as active; inconclusive = small, poorly fitted or top-dose-only effect, or effect the other way, or a change in a side signal; the % refers to the signal ratio;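 also: potency is read from the fitted curve at half-maximal effect; plate controls were basal doxycycline-induced cells for no effect and cells given 10 µM MG132 for full effect; MG132 reads +100%, hits lower the ratio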
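TMD8 ABC-DLBCL cells carrying doxycycline-inducible green luciferase fused to IkappaBalpha plus unfused red luciferase were exposed to compounds (up to 46 uM) for 4 hrs at 37C. Activity came from the overlap-corrected green/red luminescence ratio.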
Mito fusion act: blocks mitochondrial division or promotes mitochondrial fusion; S. cerevisiae fusion-defective mutant growth rescue, CellTiterGlo 48 h; Potency, µM (top dose mostly 46.1 µM), for the others: at the highest dose growth rescue (activation), actives largely listed as activators; hit rate 0.23% among 320,000; AID 485298;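 also: potency is read from the fitted curve at half-maximal effect; % of control where 0% means no effect; nearly all actives have a fitted effect of over 45% in size; temperature-sensitive fusion mutants such as fzo1-1 at 37 °C on non-fermentable ethanol glycerol medium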
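S. cerevisiae fusion-defective temperature-sensitive mutants (e.g. fzo1-1, mgm1-5) grown 48 h at 37C in YPEG (ethanol/glycerol non-fermentable) medium with 23 nl compound per well; growth rescue read as CellTiterGlo luminescence.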
ASM inhibitor: blocks human secretory acid sphingomyelinase; P17405; Potency, µM (doses to about 57.5 µM), inactives show at the highest dose activity change, negative = inhibition, actives largely listed as inhibitors; placental ASM, HMU-PC fluorogenic substrate, 60 min; hit rate 0.006% among 340,000; also: potency is read from the fitted curve at half-maximal effect
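Human placenta-derived ASM enzyme was preincubated with compound for 10 minutes at room temperature, then given fluorogenic substrate HMU-PC0 (9 uM final) for 60 minutes at 37 °C; a pH 10 stop preceded fluorescence reading at Ex 386/Em 447 nm.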
Eya2 inh: blocks the phosphatase activity of human Eya2. recombinant Eya2, OMFP fluorescence dephosphorylation (OMFP is methylfluorescein phosphate). Potency, µM (series often up to 76.9 µM), for inactives: at the highest dose activity, negative = inhibition, hits mostly inhibitors. hit rate 0.006% among 330,000. AID 488837; also: potency is read from the fitted curve at half-maximal effect; % is scaled to controls: 0 for no effect and ±100 for the full control effect
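Eya2 (0.2 uM) preincubated 10 min at ambient with compound, then OMFP substrate added at 50 uM; 10 min reaction in 50 mM HEPES pH 7.5, 50 mM NaCl, 5 uM MgCl2, 0.05% BSA, 1 mM DTT. Fluorescence read at Ex 485/Em 525 nm.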
KCNH2 WT inh: KCNH2 (human, wildtype) channel inhibition. AID 720551. activity change, % at 1.84 µM. hit rate 0.37% among 340,000. Q12809. U2OS, BacMam KCNH2, thallium flux FluxOr; active compounds read low;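 active = maximum activity change below -70%; inconclusive = maximum activity change between -70% and -50%; inactive = maximum activity change above -50%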; also: % is scaled to controls: 0 for no effect and ±100 for the full control effect
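U2OS cells transduced with wild-type KCNH2 virus are loaded with FluxOr dye for 45 min, and thallium flux is measured in kinetic reads before and after stimulation buffer. Rate constants are normalized to DMSO controls.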
MBNL1-CUG inh: inhibitors of human MBNL1 binding to CUG repeat RNA; TR-FRET MBNL1-His/biotin-(CUG)12 binding, 665/545 ratio; Potency, µM (doses to about 57.5 µM), for inactives: at the top dose activity change, negative = inhibition, actives largely listed as inhibitors; hit rate 0.036% among 280,000; active = well fitted inhibition curve with a large enough effect in the signal ratio, with a control signal flat, not every such curve was filed as active; inconclusive = small, poorly fitted or top-dose-only effect, or effect the other way, or a change in a side signal; inactive = no such curve, though single readings can be large or run the other way; the % refers to the signal ratio; also: potency is read from the fitted curve at half-maximal effect; % is scaled to controls: 0 for no effect and ±100 for the full control effect
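Inhibition of protein-RNA binding appears as loss of TR-FRET between terbium anti-His antibody on MBNL1-His and streptavidin-XL665 on biotin-(CUG)12. Activity is normalized to buffer-only and uninhibited-complex controls.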
GALK inhibitor: blocks human galactokinase activity. P51570. Purified GALK, Kinase-Glo residual ATP luminescence. Potency, µM (top dose mostly 57.5 µM), inactives show at the top dose activity change, negative = inhibition, actives largely listed as inhibitors. hit rate 0.007% among 270,000. AID 1868; also: potency is read from the fitted curve at half-maximal effect; % is scaled to controls: 0 for no effect and ±100 for the full control effect
Target sequence (P51570 whole entry, looked up): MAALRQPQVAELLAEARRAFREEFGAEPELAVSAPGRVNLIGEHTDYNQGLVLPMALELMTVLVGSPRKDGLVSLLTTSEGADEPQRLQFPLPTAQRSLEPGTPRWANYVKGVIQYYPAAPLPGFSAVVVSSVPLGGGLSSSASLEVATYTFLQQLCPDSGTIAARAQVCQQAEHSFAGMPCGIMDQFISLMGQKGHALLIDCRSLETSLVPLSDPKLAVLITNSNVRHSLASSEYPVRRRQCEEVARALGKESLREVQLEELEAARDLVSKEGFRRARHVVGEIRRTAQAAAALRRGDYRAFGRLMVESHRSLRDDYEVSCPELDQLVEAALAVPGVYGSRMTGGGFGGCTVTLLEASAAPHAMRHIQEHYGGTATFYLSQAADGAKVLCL
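Human GALK (5 nM) with 35 uM ATP and 100 uM galactose in 20 mM HEPES pH 8.0, 5 mM MgCl2, 60 mM NaCl, 1 mM DTT, 0.01% BSA. After 1 h at room temperature, leftover ATP was read by Kinase-Glo Plus luminescence.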
PKM2 act: activators of human pyruvate kinase M2 | Potency, µM (series often up to 57.5 µM), inactives show top-dose activation, most hits filed as activators | P14618 | purified PKM2, Kinase-Glo ATP luminescence, activation; response scale: 0% is enzyme alone, no compound | hit rate 0.34% among 260,000; also: potency is read from the fitted curve at half-maximal effect; % is scaled to controls: 0 for no effect and ±100 for the full control effect; nearly all actives have a fitted effect of over 55% in size
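ATP formation by purified human PK-M2, quantified via coupled luciferase luminescence after 1 h at room temperature with 0.1 mM ADP and 0.5 mM PEP final.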
An asterisk follows results filed as active; ? = inconclusive; . = no result given; [ ] = dose if it differs, or a comment. Unless noted, calls follow the shape of the dose curve; as a rule, active = well fitted curve in the direction sought with a large enough effect; inconclusive = small, poorly fitted or top-dose-only effect, or another doubt; inactive = no such curve, though single readings can be large; an effect the other way counts as inactive or inconclusive. These rows are one share of the data, so the mix of outcomes need not match the whole.

SMILES	USP2a inh	TSHR antag	Menin-MLL TR inh	BCR signal inh	Mito fusion act	ASM inhibitor	Eya2 inh	KCNH2 WT inh	MBNL1-CUG inh	GALK inhibitor	PKM2 act
CC(=O)c1ccc(-c2cccc(-c3nc4ccccn4c3NC3CCCCC3)c2)cc1	-1%	5	.	0%	?	-29%	-27%	10	.	.	.
COc1ccc(-n2c(=S)[nH]c3cc(C(=O)NCc4cccnc4)ccc3c2=O)c(OC)c1	2%	9	3%	-6%	-1%	-3%	-14%	7	-4%	1%	1%
CCN(CC)S(=O)(=O)c1ccc2nnn(O)c2c1	-1%	4	3%	-13%	5%	2%	0%	0	6%	-2%	0%
Cc1ccc(NC(=O)c2oc(=O)c3ccccc3c2-c2ccccc2)c(C)c1	0%	25	-6%	3%	4%	-6%	-4%	0	-8%	0%	0%
COc1cccc(NC(=O)C2CCCN2C(=O)OCc2ccccc2)c1 (stereo not drawn)	0%	-6	-18%	-3%	2%	4%	-26%	-11	0%	1%	-2%
Cc1ccc(C(=O)Nc2ccccc2[N+](=O)[O-])cc1S(=O)(=O)N1CCOCC1	3%	15	3%	-15%	-1%	-5%	1%	-2	?	-2%	5%
CN(C)c1ccc(NC(=S)NC(=O)/C=C/c2ccc(Cl)cc2)cc1	0%	-3	16%	?	-3%	-1%	9%	0	-1%	-3%	-7%
O=C(N/C(=C/c1cccc([N+](=O)[O-])c1)C(=O)N1CCCCCC1)c1ccco1	0%	6	.	3%	2%	0%	0%	26	?	-7%	-1%
Cc1ccc(C(=O)CCS(=O)(=O)c2ccc(Cl)cc2)cc1	-1%	-7	14%	4%	-3%	7%	-1%	7	-10%	-9%	-5%
COc1ccc(N2CC(C(=O)OCC(=O)Nc3cccc(C)c3)CC2=O)cc1 (stereo not drawn)	4%	-4	20%	-2%	-1%	-2%	11%	-12	-2%	2%	.
CCOC(=O)Cn1nc(C)c(NC(=O)COc2ccc(C)c(C)c2)c1C	-11%	0	.	-5%	-3%	0%	7%	-7	3%	0%	3%
COc1ccc(C(=O)NN=C(Cc2ccccc2)Cc2ccccc2)cc1OC	0%	-8	-21%	?	-3%	-2%	0%	0	.	1%	0%
S=c1[nH]nc(-c2ccncc2)n1/N=C/c1cccc2ccccc12	2%	18	-8%	?	-1%	.	6%	.	-4%	-2%	-6%
Cc1ccc(S(=O)(=O)N2CCN(C(=O)C3CCCO3)CC2)cc1 (stereo not drawn)	-1%	30	.	-4%	6%	4%	-11%	-4	-6%	2%	12%
CCCCN(S(=O)(=O)c1ccccc1)S(=O)(=O)c1ccccc1	-1%	29	24%	4%	13%	-3%	-20%	-3	-2%	14%	1%
O=Nc1c(O)n(Cc2ccccc2)c2ccccc12	5%	-10	.	-28%	4%	-2%	-4%	6	6%	0%	-2%
COc1nc(-c2ccc(C)cc2)ccc1-c1noc(-c2ccco2)n1	0%	-23	41%[activator]	-1%	4%	7%	11%	6	11%	1%	5%
CCOC(=O)c1[nH]nc(C(=O)c2ccc(Br)cc2)c1O	0%	-13	3%	-37%	-1%	0%	3%	3	10%	1%	4%
Cc1ccc(NC(=O)CSc2ncccn2)cc1F	-3%	3	-10%	?	2%	2%	5%	-4	-3%	4%	-7%
O=C(NCc1cnn(-c2ccc(F)cc2)c1)C1CCC(=O)N(C2CC2)C1 (stereo not drawn)	0%	11	.	1%	-2%	1%	-2%	2	-4%	1%	-3%
CCOc1ccc(NC(=O)C2CC(=O)OC2c2ccccc2)cc1 (stereo not drawn)	2%	25	15%	?	2%	-3%	-5%	6	-3%	-1%	-1%
Clc1cc(NC2CCCCC2)ncn1	5%	-8	?	-12%	-6%	2%	9%	-25	2%	0%	.
CCN(CC)c1ccc(C(=S)NCc2ccccc2)cc1	2%	5	?	-2%	7%	-2%	?	-7	-3%	-2%	-7%
O=C(O)c1nn2c(c1Br)NC(c1ccccc1)CC2C(F)(F)F (stereo not drawn)	-2%	-13	10%	-1%	0%	-1%	-8%	-2	1%	-1%	1%
CC(NC(=O)CN(c1ccc(F)cc1)S(C)(=O)=O)c1ccccc1 (stereo not drawn)	3%	20	-5%	0%	5%	2%	-6%	-2	4%	0%	1%

Structures from the list above that have bromine (two):
SMILES	USP2a inh	TSHR antag	Menin-MLL TR inh	BCR signal inh	Mito fusion act	ASM inhibitor	Eya2 inh	KCNH2 WT inh	MBNL1-CUG inh	GALK inhibitor	PKM2 act
CCOC(=O)c1[nH]nc(C(=O)c2ccc(Br)cc2)c1O	0%	-13	3%	-37%	-1%	0%	3%	3	10%	1%	4%
O=C(O)c1nn2c(c1Br)NC(c1ccccc1)CC2C(F)(F)F (stereo not drawn)	-2%	-13	10%	-1%	0%	-1%	-8%	-2	1%	-1%	1%

Additional compounds:
SMILES	USP2a inh	TSHR antag	Menin-MLL TR inh	BCR signal inh	Mito fusion act	ASM inhibitor	Eya2 inh	KCNH2 WT inh	MBNL1-CUG inh	GALK inhibitor	PKM2 act
CCOc1cc(/C=C2\COc3ccccc3C2=O)ccc1OCC(=O)N(C)C	1%	10	-22%	?	-43%[inhibitor]	-1%	12%	-6	1%	11%	2%
Cc1ccc(NC(=S)NNC(=O)Cn2nc([N+](=O)[O-])cc2C)cc1	0%	1	23%	-1%	-1%	6%	3%	-3	30%[activator]	0%	1%
CC(C)N1CCN(S(=O)(=O)c2ccccc2)CC1	-1%	3	-8%	0%	4%	4%	-29%	2	0%	-3%	0%
Cc1ccc(S(=O)(=O)Nc2ccccc2F)cc1C(=O)OC(C)C(=O)N1CCOCC1 (stereo not drawn)	0%	21	.	10%	1%	5%	-3%	7	.	.	.
Cc1nn(C(C)C(=O)NCc2cccs2)c(C)c1[N+](=O)[O-] (stereo not drawn)	10%	-9	-14%	6%	3%	6%	0%	-2	0%	-1%	0%
O=C(COC(=O)C1(c2ccc(Cl)cc2)CCCC1)NC1CCS(=O)(=O)C1 (stereo not drawn)	2%	11	-5%	0%	4%	-3%	-1%	-1	-18%	-1%	0%
CC1(C)CC(=O)c2c(O)c(-c3ccccc3)c(=O)n(-c3ccccc3)c2C1	3%	-2	3%	1%	26%	11%	-3%	-3	-4%[11.5 µM]	.	7%
COc1ccc(CCN(Cc2cc3ccc(C)cc3n3nnnc23)C(C)=O)cc1OC	-1%	-3	0%	8%	-2%	9%	2%	6	-1%	0%	6%
CC/C(=N/O)C(=O)c1ccc(Br)cc1	0%	0	10%	-16%	2%	2%	?	-3	.	14%	3%
COc1ccc(C(=O)Nc2sc3c(c2C#N)CCN(C(C)=O)C3)cc1	-1%	-7	-1%	?	-3%	-1%	-2%	4	8%	1%	4%
Oc1ccc(N2CCN(Cc3ccc(OCCCN4CCCCC4)cc3)CC2)cc1	1%	-11	-18%	-1%	2%	0%	-6%	6	-7%	4%	-12%
CC(=O)N(Cc1ccco1)C1(C(=O)NC2CCCC2)CCCCC1	-7%	5	-1%	?	1%	0%	17%	-8	2%	2%	-5%
Cc1ccsc1C(=O)Nc1nc2ccccc2[nH]1	3%	-4	.	?	2%	-3%	-3%	-4	-14%	.	-28%
CCCCn1c(O)c(/C=C2\C=NN=C2c2ccccc2)sc1=S	-2%	-3	30%[activator]	0%	4%	-17%	-4%	-4	3%	0%	5%

By substructure, the entries above with two or more sulfur atoms (2)
SMILES	USP2a inh	TSHR antag	Menin-MLL TR inh	BCR signal inh	Mito fusion act	ASM inhibitor	Eya2 inh	KCNH2 WT inh	MBNL1-CUG inh	GALK inhibitor	PKM2 act
CCCCN(S(=O)(=O)c1ccccc1)S(=O)(=O)c1ccccc1	-1%	29	24%	4%	13%	-3%	-20%	-3	-2%	14%	1%
CCCCn1c(O)c(/C=C2\C=NN=C2c2ccccc2)sc1=S	-2%	-3	30%[activator]	0%	4%	-17%	-4%	-4	3%	0%	5%

Screens as filed in PubChem.
